Screening data (PubChem)
KCNK9 inh: blocks the human KCNK9 two-pore domain potassium channel | Q9NPC2 | HEK293 KCNK9, FluxOR thallium flux fluorescence; hits give low values | B-score at 10 µM | actives 1.2% (n = 310,000);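 active means ratio B-score over 3 SD below the library mean, with starting fluorescence within 5 SD of its mean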;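 further: negative B-score means less thallium flux so channel inhibition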
Target sequence (Q9NPC2 whole entry, looked up, the tested form may be a part): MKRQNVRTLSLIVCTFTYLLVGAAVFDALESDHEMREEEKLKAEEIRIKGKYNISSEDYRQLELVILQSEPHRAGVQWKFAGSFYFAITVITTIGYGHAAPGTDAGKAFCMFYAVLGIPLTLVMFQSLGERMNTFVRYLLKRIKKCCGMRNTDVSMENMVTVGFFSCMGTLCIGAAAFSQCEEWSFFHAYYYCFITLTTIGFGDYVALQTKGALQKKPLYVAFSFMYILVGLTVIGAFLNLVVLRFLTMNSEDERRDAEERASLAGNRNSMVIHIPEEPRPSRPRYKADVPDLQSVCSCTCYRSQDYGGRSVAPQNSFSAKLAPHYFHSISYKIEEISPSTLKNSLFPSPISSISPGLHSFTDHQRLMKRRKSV
DYRK1A inh: blocks rat Dyrk1A kinase activity; ADP-Glo luminescence, NFATc1 peptide; AID 504441; actives 0.43% (n = 310,000); inhibition, % at 12.5 µM; in the data active means inhibition above about 50%;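 further: plate controls were vehicle with enzyme for no effect and no enzyme for full effect; many of its hits are not listed in these tables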
RGS4 pot: RGS4 potentiation or activation | HEK293 M3R/inducible RGS4, carbachol calcium flux Fluo4; hits give low values | B-score at 10 µM | actives 0.92% (n = 310,000) | AID 463111;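 active means B-score of the integrated calcium signal more than 4 SD below the library mean, with starting fluorescence not abnormally high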;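 further: negative B-score means reduced calcium response which marks RGS4 activation or potentiation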
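Material: Inducible-RGS4 HEK293 cells carrying M3 receptor; also added: carbachol at ECmax as muscarinic agonist stimulus; incubation: compound preincubation 20 min at room temperature before agonist; signal: Fluo4-AM (2 µM) calcium-flux fluorescence, kinetic read; measure: integrated calcium ratio converted to B score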
GSK3 alpha inh: inhibitors of human GSK-3 alpha kinase | ADP-Glo luminescence, 60 min | inhibition, % at 10 µM | actives 0.1% (n = 320,000) | AID 2650;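 in the data active means inhibition above about 50%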;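 further: GST-tagged GSK-3 alpha with peptide substrate and 25 µM ATP; 0% = DMSO neutral wells and 100% = GW8510 positive control wells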
hERG protect: compounds protecting human hERG from proarrhythmic drug block | Q12809 | CHO-hERG, FluxOR thallium flux, dofetilide IC70 present | activation (rescue from dofetilide block), less the hit threshold, % at 10 µM | actives 0.51% (n = 310,000);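 active means activation above the mean of controls blocked by dofetilide plus 5 SD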;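 further: thallium influx through hERG after potassium depolarization seen as dye fluorescence rise; in these data hits start at about 4.7%; inactives centre near -7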
KCNK3 inh: human KCNK3 channel inhibition, primary screen; B-score at 10 µM; AID 602410; actives 0.84% (n = 340,000); CHO-KCNK3 thallium flux, FluxOR fluorescence; hits give low values;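 active means B-score under library mean minus 4 SD, starting fluorescence ratio at most library mean plus 5 SD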;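 further: more negative B-score means stronger inhibition of thallium flux through KCNK3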
KCNQ1 act: human KCNQ1 channel potentiation or activation; P51787; CHO-K1 KCNQ1, thallium flux FluxOR fluorescence; hits give high values; B-score at 10 µM; actives 0.35% (n = 310,000); AID 2648;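 active means fluorescence ratio B-score, a plate-corrected score, at least three library SD, with initial intensity B-score within 5 SD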
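Assay system: stable KCNQ1 CHO-K1 line; medium: assay buffer, equal DMSO in all wells; timing: 90 min dye loading and 20 min compound exposure, both at room temperature; technique: kinetic FluxOR thallium fluorescence, 10-s 1-Hz baseline, 110-s post-stimulus read; read-out basis: B score of baseline-normalized fluorescence ratio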
KCNQ1 inh: human KCNQ1 channel inhibition; CHO-K1 KCNQ1, FluxOR thallium flux fluorescence; hits give high values; B-score at 10 µM; actives 1.3% (n = 310,000);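 active means compounds whose thallium flux B-score, printed positive for inhibition, exceeds three library SD while starting fluorescence stays within three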;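 further: channel opened by potassium depolarization with thallium stimulus after 20 min compound exposure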
RGS4 inh: human RGS4 inhibition | P49798 | HEK293 M3R/RGS4 inducible, Fluo-4 calcium flux; hits give high values; triggered by carbachol at its EC20 | actives 0.45% (n = 310,000) | B-score at 10 µM;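 active means B-score, a plate-corrected calcium signal, over three deviations above library mean, with baseline fluorescence within five deviations of library mean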;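 further: RGS4 expression induced by doxycycline in cells with stable M3 receptor; B-score is computed from the integrated fluorescence ratio over baseline after carbachol; higher B-score means a larger calcium signal and so more RGS4 inhibition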
Target sequence (P49798 whole entry, looked up): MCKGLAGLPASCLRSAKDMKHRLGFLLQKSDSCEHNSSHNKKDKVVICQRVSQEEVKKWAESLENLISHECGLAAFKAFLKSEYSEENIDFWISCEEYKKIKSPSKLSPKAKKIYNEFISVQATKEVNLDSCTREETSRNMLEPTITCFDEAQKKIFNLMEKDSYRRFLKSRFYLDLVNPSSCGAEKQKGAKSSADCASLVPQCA
PolyA inhibitor: inhibitors of polyadenylation in S. cerevisiae; AID 1875; calls only at 12 µM; S. cerevisiae SKY197-pL101 polyadenylation reporter, beta-gal luminescence; efflux-impaired pdr1/pdr3 knockout yeast; score 100 = 6 SD above DMSO; actives 0.02% (n = 300,000);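 active means lowest replicate activity score at least 50, where 100 means six control SD above control mean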;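 further: yeast exposed to compound for 9 h at 30 °C; higher score means more reporter readthrough which indicates perturbed polyadenylation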
GSK3beta inhib: blocks human GSK3beta kinase activity; GST-GSK3beta kinase, ADP-Glo luminescence, 60 min; hits give low values; AID 2097; actives 0.038% (n = 300,000); P49841; activity score (negative = inhibition), % at 10 µM;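 active means more than half of replicate wells score below -50%, meaning over 50% inhibition versus plate controls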;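 further: 0% = median DMSO wells and -100% = median GW8510 positive control wells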
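Assay system: GST-tagged human GSK3beta kinase, cell-free; Input: 1.6 ng GSK3beta; Medium: Tris/MgCl2 kinase buffer; Timing: 60 min enzyme reaction, room temperature; Signal: ADP-Glo luminescence quantifying ADP generated by kinase; Evaluation: score relative to plate controls; Benchmarks: DMSO neutral wells and GW8510 at 20 µM as positive.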
The depositor's hits bear a star; i = inactive; x = no result given. These rows are one share of the data (hit frequency here may not be typical).

SMILES	KCNK9 inh	DYRK1A inh	RGS4 pot	GSK3 alpha inh	hERG protect	KCNK3 inh	KCNQ1 act	KCNQ1 inh	RGS4 inh	PolyA inhibitor	GSK3beta inhib
N#CCSc1nc2c(c(=O)n1Cc1ccco1)C1(CCCC1)Cc1ccccc1-2	-14*	3	i	0	-4	i	i	6*	i	i	-2
Oc1c(Br)cc(/C=N/Nc2ccc(Cl)nn2)cc1Br	i	6	i	6	-16	i	i	i	i	i	1
Cc1cc(C)nc(Nc2ccc(Br)cc2C(=O)O)n1	i	6	i	-2	-4	i	i	i	i	i	2
O=C(CCC(=O)Nc1ccccc1Cl)NNC(=S)Nc1ccccc1C(F)(F)F	i	-1	i	-2	-9	i	i	i	i	i	1
Cc1nn(CCCC(=O)O)c(C)c1[N+](=O)[O-]	i	-5	i	2	-7	i	i	i	i	x	5
CC1(C)CC(=O)C2=C(C1)NCN(Cc1ccccc1)C2	i	x	i	-1	-8	i	i	i	i	i	0
Cc1ccc2nc3sc(C(=O)N4CCCc5ccccc54)c(N)c3cc2c1	-11*	1	i	2	-20	-9.1*	i	i	i	i	2
O=C(Oc1ccccc1Cl)c1ccc(N2CCOCC2)c([N+](=O)[O-])c1	i	1	i	x	-3	i	i	i	i	i	-2
COc1ccc(C2C(C#N)=C(N)Nc3onc(C(C)(C)C)c32)c(OC)c1 (stereo not drawn)	i	3	i	0	-10	i	i	i	i	i	2
COc1cc2c3c(c1OC)C1(C=CC(=NO)C=C1)CC3N(C(C)=O)CC2 (stereo not drawn)	i	-3	i	1	-15	i	i	i	i	i	-1
O=C(C1CCN(S(=O)(=O)c2c(Cl)cccc2Cl)CC1)N1CCCCCCC1	i	6	i	0	-12	i	i	i	i	i	5
COc1ccc(C(=O)Nc2cc(=O)n(C)c(=O)n2C)cc1	i	-5	i	x	-3	i	i	i	i	i	4
CCCCN(C(=O)Cn1nnc2ccccc21)C(C(=O)NCCOC)c1ccc(OC)cc1 (stereo not drawn)	i	4	i	1	-9	i	i	i	i	i	-2
CCn1c(COc2ccc(=O)n(-c3ccccc3)n2)nnc1SCc1ccccc1	i	x	i	-1	-2	i	i	i	i	i	0
Cc1cc(NC(=NC2CC2)c2ccccc2F)n(-c2ccccc2)n1	i	x	i	-4	-5	i	i	i	i	i	-3
COc1ccc(-n2c(C)cc(/C=C3\SC(=S)N(Cc4ccco4)C3=O)c2C)cc1	i	-10	i	-2	-1	i	i	i	i	i	3
O=C(Nc1ccccc1)N1CCCCC1c1cccnc1 (stereo not drawn)	i	0	i	-3	-3	i	i	i	i	i	1
Cc1cc(C)n2c(C)nnc2c1	i	6	i	x	-9	i	i	i	i	i	-3
O=C(CSc1ccc2c(c1)OCCO2)NCCN1C(=O)CSC1=O	i	15	i	1	-4	i	i	i	i	i	-6
Cc1csc(NC(=O)CSc2ccccc2F)n1	i	3	i	1	-3	i	i	i	i	i	2
Cc1ccc(NC(=O)c2ccc(C)c(S(=O)(=O)N3CCOCC3)c2)nc1	i	x	i	4	-13	i	i	i	i	i	3
CC(=O)c1ccc(NC(=O)Nc2cccnc2)cc1	i	5	i	x	-16	i	i	i	i	x	3
O=S(=O)(NCc1cccnc1)c1ccc(Br)c2ccccc12	i	4	i	0	-10	i	i	i	i	i	0

Entries listed so far with four or more nitrogen atoms, in the order listed:
SMILES	KCNK9 inh	DYRK1A inh	RGS4 pot	GSK3 alpha inh	hERG protect	KCNK3 inh	KCNQ1 act	KCNQ1 inh	RGS4 inh	PolyA inhibitor	GSK3beta inhib
Oc1c(Br)cc(/C=N/Nc2ccc(Cl)nn2)cc1Br	i	6	i	6	-16	i	i	i	i	i	1
O=C(CCC(=O)Nc1ccccc1Cl)NNC(=S)Nc1ccccc1C(F)(F)F	i	-1	i	-2	-9	i	i	i	i	i	1
COc1ccc(C2C(C#N)=C(N)Nc3onc(C(C)(C)C)c32)c(OC)c1 (stereo not drawn)	i	3	i	0	-10	i	i	i	i	i	2
CCCCN(C(=O)Cn1nnc2ccccc21)C(C(=O)NCCOC)c1ccc(OC)cc1 (stereo not drawn)	i	4	i	1	-9	i	i	i	i	i	-2
CCn1c(COc2ccc(=O)n(-c3ccccc3)n2)nnc1SCc1ccccc1	i	x	i	-1	-2	i	i	i	i	i	0
Cc1cc(NC(=NC2CC2)c2ccccc2F)n(-c2ccccc2)n1	i	x	i	-4	-5	i	i	i	i	i	-3
